From PubChem BioAssay
TAG inh – inhibitors of triacylglycerol accumulation. H9c2 cells, Nile Red lipid (TAG) fluorescence; cells loaded with 200 µM oleic acid. inhibition, % at 12.5 µM. 230,000 tested, 0.66% active;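 active = pattern-corrected inhibition of lipid staining of at least 50% with the nuclear-stain viability signal not falling by more than 50%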;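 note: 0% = DMSO wells and 100% = triacsin C control wells; some results filed as inactive read as strong as hits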
TAG inh DAPI viability – further read-out of TAG inh, marked with its call; DAPI nuclei signal change (viability), lower = more cytotoxic, %;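 whole-well DAPI fluorescence read on a plate reader as a viability signal; minus 50 percent equals half of cells still viable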
Starred values were filed as active, the others as inactive.

O=C(CN1CCOCC1)n1c2ccccc2c2ccccc21
  TAG inh: -7	TAG inh DAPI viability: -8
CCN(CC(=O)Nc1c(C(=O)OC)[nH]c2ccc(C)cc12)c1ccc2c(c1)OCO2
  TAG inh: -3	TAG inh DAPI viability: 2
Cc1nn(CC(O)Cn2cnc3c2c(=O)n(C)c(=O)n3C)c(C)c1Br (stereo unspecified)
  TAG inh: 6	TAG inh DAPI viability: -14
CSc1ncccc1C(=O)Nc1cccc(S(=O)(=O)N2CCCCCC2)c1
  TAG inh: 11	TAG inh DAPI viability: -8
Cc1cc(NC(=O)c2cccc(Br)c2)n[nH]1
  TAG inh: -22	TAG inh DAPI viability: -6
CCc1nnc(NS(=O)(=O)c2ccc(NC(=O)c3ccco3)cc2)s1
  TAG inh: -7	TAG inh DAPI viability: 13
O=C(NC(c1ccc(Cl)cc1)c1cnccn1)C1CCN(Cc2ccc(Cl)cc2)CC1 (stereo unspecified)
  TAG inh: -8	TAG inh DAPI viability: 8
O=C(NNC(=S)Nc1cccc(C(F)(F)F)c1)c1ccncc1
  TAG inh: 3	TAG inh DAPI viability: -12
COCCNC(=S)N/N=C(\C)c1ccccc1F
  TAG inh: 8	TAG inh DAPI viability: -4
CS(=O)(=O)N1CCN(C(=O)Cc2ccccc2Cl)CC1
  TAG inh: 10	TAG inh DAPI viability: -8
Cc1nn(-c2ccccn2)c2c1-c1nc(N3CCOCC3)ncc1CC2
  TAG inh: 13	TAG inh DAPI viability: 13
CC(=O)c1c(O)c(C)c(-c2ccccc2)n(-c2ccccc2)c1=O
  TAG inh: 9	TAG inh DAPI viability: -10
CCCc1ccc2oc(C(=O)NCc3nnc(C)o3)c(C)c2c1
  TAG inh: 2	TAG inh DAPI viability: 3
COc1ccc(NC(=O)CN2C(=O)C(C)Oc3ccc(C)cc32)cc1 (stereo unspecified)
  TAG inh: -4	TAG inh DAPI viability: 0
CCN(C(=O)c1cccs1)c1nnc(-c2ccncc2)s1
  TAG inh: 19	TAG inh DAPI viability: 0

Of the compounds above, 2 have a furan ring, fused or not.
CCc1nnc(NS(=O)(=O)c2ccc(NC(=O)c3ccco3)cc2)s1
  TAG inh: -7	TAG inh DAPI viability: 13
CCCc1ccc2oc(C(=O)NCc3nnc(C)o3)c(C)c2c1
  TAG inh: 2	TAG inh DAPI viability: 3

(more compounds)
COC(=O)CSc1nc2c(c(=O)n(C)c(=O)n2C)n1CCC(C)C
  TAG inh: -6	TAG inh DAPI viability: 3
NC(=S)NN=C1CCC2(CCCCC2)CC1
  TAG inh: -5	TAG inh DAPI viability: -7
Cc1c(NC(=O)COC(=O)CSc2ccc([N+](=O)[O-])cc2)c(=O)n(-c2ccccc2)n1C
  TAG inh: 12	TAG inh DAPI viability: 0
COc1ccc(S(=O)(=O)N(CC(=O)N/N=C/c2cccs2)c2ccc(C)cc2)cc1OC
  TAG inh: 4	TAG inh DAPI viability: -4
COc1ccc(CC(N)c2csc(NC(=O)c3ccc(F)cc3)n2)cc1 (stereo unspecified)
  TAG inh: 22	TAG inh DAPI viability: 3
Cc1cc(NC(=O)CSc2nc3ccccc3n2CC(C)C)no1
  TAG inh: -17	TAG inh DAPI viability: 2
CCCCOC(=O)c1sc2nc(N3CCOCC3)c3c(c2c1N)CC(C)(C)OC3
  TAG inh: 17	TAG inh DAPI viability: 77
Cc1c(NC(=O)CSC2=C(C#N)C(c3ccccc3F)CC(=O)N2)c(=O)n(-c2ccccc2)n1C (stereo unspecified)
  TAG inh: -9	TAG inh DAPI viability: -3
Cc1nnc(SCCC(C)C)[nH]c1=O
  TAG inh: 29	TAG inh DAPI viability: -27
COc1cccc(-c2nc3n(n2)C(c2cccs2)C(C(=O)Nc2cccnc2)=C(C)N3)c1 (stereo unspecified)
  TAG inh: -7	TAG inh DAPI viability: -5
Cc1ccc(C)c(NS(=O)(=O)c2cc(C(=O)N3CCCC3)ccc2Cl)c1
  TAG inh: -9	TAG inh DAPI viability: -8
COc1cc2ccccc2cc1C(=O)N1CCCC(C(F)(F)F)C1 (stereo unspecified)
  TAG inh: 14	TAG inh DAPI viability: -6
O=C(NC1CCN(Cc2ccccc2)C1)c1cc(S(=O)(=O)N2CCOCC2)ccc1Cl (stereo unspecified)
  TAG inh: -10	TAG inh DAPI viability: -3
COc1ccc(NC(=O)c2cc(C3CCCCN3C(=O)OCc3ccccc3)on2)c(C)c1 (stereo unspecified)
  TAG inh: -12	TAG inh DAPI viability: 5
CCCCN1C[C@H](C)[C@@H](CC(=O)Nc2ccc(OC)cc2)C1=O
  TAG inh: 3	TAG inh DAPI viability: 3

Entries of single compounds as entered above. Values in the order: TAG inh | TAG inh DAPI viability
COc1ccc(CC(N)c2csc(NC(=O)c3ccc(F)cc3)n2)cc1 (stereo unspecified) as listed: 22 | 3
COc1cccc(-c2nc3n(n2)C(c2cccs2)C(C(=O)Nc2cccnc2)=C(C)N3)c1 (stereo unspecified) as listed: -7 | -5
Cc1cc(NC(=O)CSc2nc3ccccc3n2CC(C)C)no1 as listed: -17 | 2
O=C(NC1CCN(Cc2ccccc2)C1)c1cc(S(=O)(=O)N2CCOCC2)ccc1Cl (stereo unspecified) as listed: -10 | -3
COC(=O)CSc1nc2c(c(=O)n(C)c(=O)n2C)n1CCC(C)C as listed: -6 | 3

Continuation.
CC(C)NC(=O)N(C)C[C@H]1Oc2c(NC(=O)C3CC3)cccc2C(=O)N([C@H](C)CO)C[C@@H]1C
  TAG inh: 14	TAG inh DAPI viability: 3
COc1cc(C2c3cc4c(cc3OC(C)(N3CCCC3)C2C)OCO4)cc(OC)c1OC (stereo unspecified)
  TAG inh: 56*	TAG inh DAPI viability: -44*
Cc1ccc(C2CN=NC23CCc2ccccc2C3=O)cc1 (stereo unspecified)
  TAG inh: 9	TAG inh DAPI viability: -8
COc1cc(CC(=O)NCCc2ccc(OCc3ccccc3)cc2)c([N+](=O)[O-])cc1OC
  TAG inh: 26	TAG inh DAPI viability: 3
COc1ccc2occ(C(=O)c3ccccc3)c2c1
  TAG inh: 0	TAG inh DAPI viability: 8
Cn1cccc2[nH]c(=O)nc1-2
  TAG inh: -4	TAG inh DAPI viability: 9
CC(=O)Nc1ccc(S(=O)(=O)Nc2cccc(NC(=O)C(C)(C)C)c2)cc1
  TAG inh: 16	TAG inh DAPI viability: 0
CCC(=O)NC(c1ccc(OC)c(OC)c1)c1cc(Cl)c2cccnc2c1O (stereo unspecified)
  TAG inh: 46	TAG inh DAPI viability: -23
CCOC(=O)C1CCN(C2CCN(C(=O)c3oc4c(F)cccc4c3C)CC2)CC1
  TAG inh: -7	TAG inh DAPI viability: -7
Cc1ccccc1NC(=O)c1sc(NC(=O)C2CC2)nc1C
  TAG inh: -5	TAG inh DAPI viability: -3
COc1cc(N)n(S(=O)(=O)c2ccc(C)cc2)n1
  TAG inh: -6	TAG inh DAPI viability: -2
O=C(O)COc1ccc(NC(=O)c2ccc(NC(=O)c3ccco3)cc2)cc1
  TAG inh: 7	TAG inh DAPI viability: -4
CN1C(=O)[C@H]2[C@@H](C3CC3)N3C(=O)CN(Cc4ccccn4)C(=O)[C@@]3(Cc3ccccc3)[C@H]2C1=O
  TAG inh: 1	TAG inh DAPI viability: 8
CSCCC(NC(=O)c1ccc(Cl)cc1)C(=O)OCC(=O)Nc1ccc(C#N)cc1 (stereo unspecified)
  TAG inh: -4	TAG inh DAPI viability: -9
COc1ccc(CNC(=O)CCC(=O)N2CC(C)Oc3ccccc32)cc1 (stereo unspecified)
  TAG inh: -21	TAG inh DAPI viability: 67

The closing four entries of the part above open the next one:
O=C(O)COc1ccc(NC(=O)c2ccc(NC(=O)c3ccco3)cc2)cc1
  TAG inh: 7	TAG inh DAPI viability: -4
CN1C(=O)[C@H]2[C@@H](C3CC3)N3C(=O)CN(Cc4ccccn4)C(=O)[C@@]3(Cc3ccccc3)[C@H]2C1=O
  TAG inh: 1	TAG inh DAPI viability: 8
CSCCC(NC(=O)c1ccc(Cl)cc1)C(=O)OCC(=O)Nc1ccc(C#N)cc1 (stereo unspecified)
  TAG inh: -4	TAG inh DAPI viability: -9
COc1ccc(CNC(=O)CCC(=O)N2CC(C)Oc3ccccc32)cc1 (stereo unspecified)
  TAG inh: -21	TAG inh DAPI viability: 67
CC[C@H](CO)NCCN[C@H](CC)CO
  TAG inh: 8	TAG inh DAPI viability: 4
O=C(c1ccc(F)cc1)N1CCN(c2ccccn2)CC1
  TAG inh: -1	TAG inh DAPI viability: 2
C[C@H](CO)N1C[C@H](C)[C@H](CN(C)Cc2cccc(O)c2)OCc2ccccc2-c2c(n(C)c3ccccc23)C1=O
  TAG inh: 7	TAG inh DAPI viability: 7
O=C(c1ccc(N2CCC3(CC2)OCCO3)c([N+](=O)[O-])c1)N1CCOCC1
  TAG inh: -8	TAG inh DAPI viability: 5
CCCC(=O)c1cc(F)c(N2CCN(CCC#N)CC2)cc1C
  TAG inh: 1	TAG inh DAPI viability: 1
Cc1ccc(N(C)C(=O)C2CCCN2S(=O)(=O)c2cccc3nsnc23)cc1 (stereo unspecified)
  TAG inh: 8	TAG inh DAPI viability: -12
O=C(COC(=O)c1ccc(S(=O)(=O)N2CCCCC2)cc1)Nc1ccccc1Cl
  TAG inh: -6	TAG inh DAPI viability: 1
O=C(Nc1cccn(Cc2c(F)cccc2Cl)c1=O)NC1CCCCC1
  TAG inh: -7	TAG inh DAPI viability: -5
CN(C(=O)c1ccccc1[N+](=O)[O-])c1ccccc1C(=O)NCc1ccccc1
  TAG inh: -7	TAG inh DAPI viability: 3
CC1(c2ccc(Cl)c(Cl)c2)NC(=S)N2C1NC(=S)N2c1ccccc1 (stereo unspecified)
  TAG inh: -8	TAG inh DAPI viability: 5
Clc1ccc(/C=N\Nc2ccccc2)cc1
  TAG inh: -4	TAG inh DAPI viability: 2
O=C(Nc1ccc(C(O)c2ccccc2)cc1)[C@H]1C[C@H](O)[C@@H](CO)O1 (stereo partly specified)
  TAG inh: 0	TAG inh DAPI viability: 0
O=C(Nc1ccccc1)c1ccc(NCCN2C(=O)CCC2=O)c([N+](=O)[O-])c1
  TAG inh: 9	TAG inh DAPI viability: 44
CCC(C(=O)OCC(=O)Nc1ccc2[nH]c(=O)[nH]c2c1)c1ccccc1 (stereo unspecified)
  TAG inh: -5	TAG inh DAPI viability: -5
Cc1cccc(NC(=S)NC(C)C(c2cccs2)N2CCN(C)CC2)c1C (stereo unspecified)
  TAG inh: 1	TAG inh DAPI viability: 0

COc1ccc(-c2cc(C(=O)NCCc3ccc(S(N)(=O)=O)cc3)c3ccccc3n2)cc1
  TAG inh: 7	TAG inh DAPI viability: 21
Cc1cc2ncc(-c3ccc(Cl)cc3)c(N)n2n1
  TAG inh: 0	TAG inh DAPI viability: -5
O=C(O)CCCCCCCCc1cn(CCc2c[nH]c3ccccc23)nn1
  TAG inh: 3	TAG inh DAPI viability: -12
CCOC(=O)CCn1nc(-c2ccccc2)cc1N
  TAG inh: 9	TAG inh DAPI viability: -2
Cc1csc(=Nc2c(C)n(C)n(-c3ccccc3)c2=O)n1-c1ccccc1
  TAG inh: -10	TAG inh DAPI viability: 1

An excerpt (hit frequency here may not be typical).
